Diaphorase act: activates diaphorase or chemically reduces, flagging diaphorase assay artifacts; Diaphorase/resazurin coupled assay, resorufin fluorescence, 16 min; stronger effect = higher value; 1 = vehicle wells, 0 = NADH-free wells; activation factor at 20 µM; 190,000 compounds, 0.005% hits; AID 1229;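 active = diaphorase activity raised at least twofold by the compound at 20 µM; inactive = activation factor below 2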
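Material: Purified diaphorase enzyme from Clostridium kluyveri | Buffer or medium: 50 mM HEPES pH 7.4 with 4.542 mM MgCl2, 0.005% Tween 20 | Times: 16 min enzyme reaction, ambient temperature | Signal: Red resorufin fluorescence at 544/590 nm excitation/emission | Measure: Increased resorufin signal from activators or reducing compounds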
Hsp70 act: transcriptional activators of Hsp70; HeLa Hsp70 promoter luciferase reporter, luminescence; scaled: vehicle 0, proteasome-inhibitor control 100%; activation, % at 10 µM; 200,000 compounds, 0.04% hits; AID 1203;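 active = activation above the mean across all tested compounds plus 3 SD, cutoff set per campaign, cut at about 5.5% in these data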;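 note: 100% = MG132 at 30 µM as the positive control and 0% = DMSO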
DTT redox prof: compounds producing H2O2 with reducing agent – biochemical, NIH compound library profiling, artefact control for MLSCN library redox annotation, primary screen; DTT-dependent redox cycling H2O2, phenol red/HRP absorbance; 100% = 100 µM peroxide control, 0% = buffer; activation, % at 10 µM; 200,000 compounds, 0.03% hits; AID 878;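 active = activation of at least 50% relative to the plate's high and low controls in the primary single-dose screen; inactive = activation below 50%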;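 note: compound incubated with DTT at 0.8 mM final as the reducing agent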
TLR4-MyD88 BLA: blocks binding of human TLR4 to MyD88. O00206+Q99836. 200,000 compounds, 0.18% hits. AID 861. inhibition, % at 8.4 µM. HeLa CL3-4 TLR4/MyD88 BLA complementation, FRET ratio; in the data active = inhibition above about 25%;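 note: 0% = vehicle and 100% = reference inhibitor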
PMI act hi M6P: increases human PMI activity with near-saturating mannose 6-phosphate; P34949; coupled PMI enzyme assay, resazurin fluorescence, 20 min; stronger effect = higher value; 1 = untreated enzyme, 0 = substrate-free blank; activation factor at 20 µM; 190,000 compounds, 0.34% hits;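 active = activation factor of 2 or more at 20 µM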
Target sequence (P34949 whole entry, looked up): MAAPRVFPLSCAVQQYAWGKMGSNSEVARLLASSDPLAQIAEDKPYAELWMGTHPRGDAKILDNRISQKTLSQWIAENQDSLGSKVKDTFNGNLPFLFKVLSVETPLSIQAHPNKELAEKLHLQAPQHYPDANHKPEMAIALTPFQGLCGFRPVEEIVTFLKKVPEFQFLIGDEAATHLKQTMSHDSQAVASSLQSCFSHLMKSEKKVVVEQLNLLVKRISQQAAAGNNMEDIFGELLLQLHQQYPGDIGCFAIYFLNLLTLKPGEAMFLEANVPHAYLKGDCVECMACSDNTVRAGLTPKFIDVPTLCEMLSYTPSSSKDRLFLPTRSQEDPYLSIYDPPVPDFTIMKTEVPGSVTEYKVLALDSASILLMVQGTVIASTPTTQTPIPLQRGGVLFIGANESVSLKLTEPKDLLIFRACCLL
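Test system: Human PMI in coupled enzyme assay | Input: 15 ng/mL PMI | Medium: HEPES-buffered pH 7.4 with magnesium and detergent | Compound: One concentration, 20 µM, in 1% DMSO | Incubation: Enzyme reaction with compound 20 min at room temperature | Detection: Diaphorase-driven resazurin-to-resorufin fluorescence, excitation 544, emission 590 nm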
RAM inhibit: yeast RAM network inhibition. 190,000 compounds, 1.8% hits. S. cerevisiae dse1pr::URA3 reporter, 5-FOA growth OD615, 2 d; analog-sensitive cbk1-as2 kinase mutant strain. inhibition, % at 50 µM;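 active = inhibition above a set limit, 3 SD over mean compound inhibition, cut at about 8.4% in these data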;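 note: 0% = DMSO-only wells with no growth and 100% = 10 µM 1-NA-PP1 full growth; inhibition rescues growth on 5-FOA so higher OD means more RAM inhibition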
L major viab: reduces viability of Leishmania major promastigotes; AID 1063; 200,000 compounds, 9% hits; resazurin fluorescence viability; inhibition, % at 10 µM;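 note: promastigotes grown with compound for 44 hours at 28 °C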
PMI activator: phosphomannose isomerase (human) activation | activation factor at 20 µM | P34949 | AID 1214 | 190,000 compounds, 0.005% hits | purified human PMI, coupled resazurin fluorescence, 20 min; stronger effect = higher value; 1 = vehicle control, 0 substrate-free wells;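 active = activation factor of 2 or more at 20 µM, relative to plate controls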
G6PDH CS: counter-screen for G6PDH assay hits: L. mesenteroides G6PDH inhibition; Purified L. mesenteroides G6PDH, diaphorase/resazurin coupled fluorescence, 45 min; inhibition, % at 5 µM; 200,000 compounds, 0.12% hits; AID 1020
S1P3 antag: antagonists of human S1P3 receptor | inhibition, % at 4.98 µM | Q99500 | 170,000 compounds, 0.27% hits | CHO S1P3 NFAT-BLA reporter, FRET fluorescence, antagonist mode | AID 485;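 active = inhibition above the plate cutoff, the mean inhibition of test wells on that plate plus 3 SD, cut at about 28% in these data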;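 note: cells challenged with S1P at its EC80 of 0.8 µM; blue over green emission ratio from cleaved BLA substrate after 4 h stimulation; 0% = S1P-stimulated wells and 100% = unstimulated DMSO-only wells; some compounds past the cut are filed as inactive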
Target sequence (Q99500 whole entry, looked up): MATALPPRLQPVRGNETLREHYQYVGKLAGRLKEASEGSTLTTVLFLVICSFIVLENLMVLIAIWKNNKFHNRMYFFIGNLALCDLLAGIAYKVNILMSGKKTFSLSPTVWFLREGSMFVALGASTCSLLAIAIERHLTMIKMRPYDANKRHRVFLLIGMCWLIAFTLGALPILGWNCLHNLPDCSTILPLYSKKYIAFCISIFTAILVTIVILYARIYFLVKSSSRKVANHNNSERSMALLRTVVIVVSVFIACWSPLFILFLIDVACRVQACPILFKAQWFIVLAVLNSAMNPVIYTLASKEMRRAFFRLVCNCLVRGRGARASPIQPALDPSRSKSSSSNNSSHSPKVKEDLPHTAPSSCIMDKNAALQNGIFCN
Diaph inh CS: counter-screen for diaphorase-based assays: diaphorase inhibitors and chemical oxidizers; diaphorase resazurin-to-resorufin fluorescence, NADH, 16 min; bacterial (C. kluyveri) enzyme, not human; inhibition, % at 20 µM; 190,000 compounds, 0.69% hits; AID 1217;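 active = primary screen inhibition at 20 µM above a set limit, cut at about 50% in these data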;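 note: plate controls were DMSO with full reaction for no effect and wells lacking NADH for full effect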
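Assay system – diaphorase enzyme from Clostridium kluyveri · Amount – diaphorase 0.14 U/mL (working solution) · Times – reaction incubation of 16 min at room temperature · Controls – No-NADH positive control and DMSO neutral control · Signal – resorufin fluorescence 544/590 nm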
Numbers without * were called inactive; . = not tested or not shown. Cut-off read from the data, not from the text of the source, unless noted: active = inhibition above about 50%; inactive = the rest.

SMILES	Diaphorase act	Hsp70 act	DTT redox prof	TLR4-MyD88 BLA	PMI act hi M6P	RAM inhibit	L major viab	PMI activator	G6PDH CS	S1P3 antag	Diaph inh CS
COc1cc(C(=O)NCc2ccc3[nH]c(C)cc3c2)cc(OC)c1OC	0.8	-0.1	-0.8	-4.8	0.9	2.8	-0.9	1	-7.7	-27.0	15.9
Cc1ccc(N2C(N)=C(C#N)C(c3ccsc3)C3=C2CC(C)(C)CC3=O)cc1 (stereo not drawn)	0.9	-0.2	1.8	-2.0	0.8	2.1	72.5*	1	5.5	.	11.8
COC(=O)c1c(-c2cccs2)csc1NC(=O)CN1CCOCC1	0.9	-0.3	0.0	18.1	1	2.4	9.8	1	-28.5	-1.0	12.1
CC(=O)C1=C(C)Nc2ncnn2C1c1ccccc1OCc1ccccc1 (stereo not drawn)	0.9	-0.2	-0.1	0.5	0.9	-0.6	61.4*	0.9	-3.2	1.3	9.4
COc1ccc2c(c1)CCCN2C(N)=O	1	-0.3	0.6	-6.0	1	-0.5	-3.5	1	7.3	0.2	-2.7
Cc1ccc(C)c(N2CC(O)(c3cccs3)[N+]3=C2CCCC3)c1 (stereo not drawn)	1	-0.1	-0.6	7.6	1	0.7	5.3	0.9	3.1	2.5	3.5
COc1ccc(CCC(=O)NC2=NCCS2)cc1OC	0.9	-0.1	0.1	2.5	1	2.2	-5.8	1	5.0	-3.0	8.4
CCOC(=O)C1=C(O)C(=O)N(Cc2cccnc2)C1c1ccc(C)cc1 (stereo not drawn)	1	0.6	-0.6	2.1	0.9	0.8	-3.1	1	11.6	-1.6	2.6
Cc1ccc(S(=O)(=O)NC(C)(C)CSc2ccccn2)cc1	0.8	-0.2	-0.2	7.2	0.9	1.9	-1.4	0.8	10.5	2.0	22.6
COc1ccc(C)cc1NC(=O)CCCN1C(=O)CCC1=O	1	-0.1	1.7	-15.2	1	0.7	-3.4	1	12.9	.	2.6
Cc1cc(C)cc(N(C(=O)c2csnn2)C(C(=O)NC(C)(C)C)c2ccncc2)c1 (stereo not drawn)	1.1	-0.2	-2.2	3.5	1.1	1.1	-1.8	1	11.1	-9.7	-11.2
COc1ccccc1S(=O)(=O)Cc1ccc(C(=O)NCCN2CCCCCC2)o1	1	-0.4	-0.2	5.7	0.9	1.1	-2.5	0.9	-14.5	-37.7	0.7
COc1ccc(Cl)cc1NC(=O)NCc1ccco1	0.8	-0.2	0.7	-15.0	1	1.7	-0.2	0.9	6.8	5.9	22.5
O=C(CCN1C(=O)c2ccccc2C1=O)NNC(=O)c1ccc(Cl)cc1Cl	0.9	-0.5	-0.1	-6.0	1	3.6	36.4	1	6.3	0.6	13.7
CCCn1c(=O)c2ccccc2n2c(SCC(=O)N3CCc4ccccc4C3)nnc12	0.9	-0.3	0.3	-13.2	1	-0.4	2.2	1	-13.9	-6.2	13.0
Cc1cc(C(=O)N/N=C/c2cn[nH]c2-c2ccccc2)cs1	0.9	-0.3	-0.6	14.3	1	0.5	-9.7	1.1	3.5	-9.2	6.3
c1ccc(-n2cnnc2SCc2cn3ccsc3n2)cc1	0.9	0.1	1.8	-1.8	1	1.1	-6.1	1.1	6.3	-42.5	5.7
C=C(C)CSc1ncc(-c2cccc(C(F)(F)F)c2)cn1	0.9	-0.3	1.8	-6.5	0.9	-0.7	-2.4	0.9	7.6	.	13.5
O/N=C/CCn1c(=S)sc2ccccc21	0.8	0.0	3.5	6.5	1	1.1	6.4	1	4.7	-4.8	17.5
CCOc1cc(C(C#N)N2CCOCC2)ccc1OC (stereo not drawn)	0.8	-0.3	0.7	15.2	0.9	-1.1	1.2	0.9	-1.1	-4.9	15.9
O=C(CSc1nnc(-c2ccco2)n1CC1CCCO1)NC1CCCC1 (stereo not drawn)	0.9	-0.1	0.4	-1.8	1	-0.9	-4.4	1	20.7	-19.2	8.2
CCOC(=O)c1cnn(-c2ncnc3c2cnn3Cc2ccccc2)c1N	.	0.1	-2.6	8.3	.	.	-2.7	.	.	41.9	.
Cc1ccc(NC(=O)Cn2cnc3ccccc32)cc1C	1	-0.2	-1.5	1.1	1.1	0.2	13.4	1.1	8.1	-6.8	3.4
Cc1c(N=C2Nc3cccc4cccc2c34)c(=O)n(-c2ccccc2)n1C	0.9	-0.2	-2.8	8.1	0.6	0.8	0.9	0.9	6.2	-13.4	8.5
Cc1cccc(OCCn2c(-c3ccco3)nc3ccccc32)c1	0.8	0.0	2.2	-17.4	0.9	2.0	22.2	0.8	2.2	.	23.7
CCN1CCN(Cc2ccc(NC(=O)Nc3ccccc3OC)cc2)CC1	0.9	0.1	-0.5	4.0	0.9	1.5	0.4	0.9	16.4	-6.7	14.8
O=C(CNc1ccc2ccccc2c1)N/N=C/c1cc2ccccc2nc1Cl	0.5	-0.3	-0.2	-3.3	0.3	0.4	7.3	0.7	3.9	1.0	52.4*
C/C(CC(=O)Nc1ccc(Cl)c(C(F)(F)F)c1)=N\NC(=O)c1cc2ccccc2cc1O	0.8	-0.3	0.2	8.8	1.1	1.0	-8.5	0.9	-26.4	-11.8	21.3
Cc1ccccc1NC(=S)N1CCCC1	0.8	-0.2	0.3	-6.2	0.5	0.5	-3.1	1.1	3.3	-13.3	17.4
CCN(CC)C(=O)Cn1c(=O)n(-c2ccccc2)c(=O)n1CC(=O)N(CC)CC	1	0.0	-2.2	-13.9	1	-0.3	-2.3	1	14.3	-29.1	1.4
O=C(NC1=NCCS1)c1nc(-c2ccccc2)n(-c2ccccc2)n1	0.9	-0.3	-3.0	-1.3	0.9	0.2	-2.0	0.9	17.6	-3.1	13.8
O=S(=O)(c1cccc(-c2cn3cc(Cl)ccc3n2)c1)N1CCOCC1	0.8	-0.1	-1.8	6.8	0.9	2.1	5.6	0.9	5.2	-27.7	20.5
COc1ccccc1OCCC(=O)OCC(=O)Nc1cc(S(=O)(=O)N(C)C)ccc1Cl	0.8	-0.2	-2.0	0.9	0.9	2.9	0.8	0.9	-0.4	-10.6	19.6
O=C(COC(=O)c1ccc2ccccc2n1)Nc1cccc(S(=O)(=O)NC2=NCCCCC2)c1	1	0.4	-1.3	-12.8	0.9	4.8	-5.4	1	6.4	16.7	0.0
O=C(CN(C1CCCCC1)S(=O)(=O)c1ccccc1)NCc1ccco1	0.9	-0.4	0.4	8.0	1	4.3	5.0	1	12.7	.	6.5
O=C(NC1CCCCC1)c1ccc(COCC(F)(F)F)o1	0.9	-0.3	1.6	3.3	1	1.2	-3.7	1	-3.1	.	10.5
Cc1cc(-c2n[nH]c(=S)n2/N=C/C(Br)=C/c2ccccc2)n[nH]1	0.8	0.2	0.2	5.0	0.9	1.8	88.5*	1	13.2	10.9	17.9
O=C(N[C@@H](Cc1ccccc1)C(=O)OCC(=O)N1CCOCC1)c1cccs1	1	-0.3	0.2	1.0	0.9	1.4	-2.3	1	21.9	-7.5	-4.2
COc1ccc(Cl)cc1NC(=S)NCc1ccco1	0.9	0.1	1.6	1.7	1.1	-0.5	5.2	1	-3.2	.	6.0
Cc1cc(NC(=S)Nc2cccnc2)ccc1Br	1	-0.2	0.2	-6.5	1	2.3	16.5	1.1	5.9	-3.8	-4.4
c1ccc(N=Nc2cn[nH]c2-c2ccco2)cc1	0.9	-0.3	-0.5	-17.5	0.9	-1.0	9.7	1	-2.1	-10.1	10.1
Cc1nc2scc(-c3cccs3)c2c(=O)n1CC(=O)O	1.1	-0.4	0.2	1.4	1.1	1.6	-6.0	1.1	-3.2	.	-7.6
CC(=O)Nc1c(OC(C)=O)ccc2c(C)cc(=O)oc12	0.9	-0.1	-0.5	6.2	1.1	-0.1	-3.9	1	5.6	3.3	5.4
COc1ccc(OCC(=O)N2c3ccccc3CCc3ccccc32)cc1	0.9	-0.3	0.2	13.1	1	4.6	40.6	0.9	-20.3	-1.8	9.7
Cc1ccc(S(=O)(=O)N(C)C)cc1NC(=S)Nc1ccc2cn[nH]c2c1	0.8	0.0	-1.7	-0.3	0.5	0.4	7.8	0.4	6.0	-8.4	19.4
CN(C)c1ccc(/C=c2\sc3n(c2=O)CCCN=3)cc1	0.9	0.0	-0.4	3.9	1	0.0	17.7	1	-15.1	19.0	11.9
O=C(NCc1ccco1)c1ccccc1Nc1ccc(F)cc1	0.7	-0.4	1.6	6.9	0.8	0.6	19.1	0.8	-12.2	.	30.7
